Bioassay records from PubChem.
FLuc modulator – qHTS profiling assay for firefly luciferase inhibitor/activator using purifed enzyme and Km concentrations of substrates (counterscreen for miR-21 project); Luciferin 4-monooxygenase (Photinus pyralis), P08659; purified FLuc, Km substrates, luminescence inhibition; Potency, µM (highest dose often 57.5 µM), for the others: at the highest dose activity change, negative = inhibition, usual class: inhibitors; 6.9% of 360,000 active;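 further: plate controls were vehicle for no effect and reference inhibitor for full effect; nearly all actives have a fitted effect of over 55% in size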
Target sequence (P08659 whole entry, looked up): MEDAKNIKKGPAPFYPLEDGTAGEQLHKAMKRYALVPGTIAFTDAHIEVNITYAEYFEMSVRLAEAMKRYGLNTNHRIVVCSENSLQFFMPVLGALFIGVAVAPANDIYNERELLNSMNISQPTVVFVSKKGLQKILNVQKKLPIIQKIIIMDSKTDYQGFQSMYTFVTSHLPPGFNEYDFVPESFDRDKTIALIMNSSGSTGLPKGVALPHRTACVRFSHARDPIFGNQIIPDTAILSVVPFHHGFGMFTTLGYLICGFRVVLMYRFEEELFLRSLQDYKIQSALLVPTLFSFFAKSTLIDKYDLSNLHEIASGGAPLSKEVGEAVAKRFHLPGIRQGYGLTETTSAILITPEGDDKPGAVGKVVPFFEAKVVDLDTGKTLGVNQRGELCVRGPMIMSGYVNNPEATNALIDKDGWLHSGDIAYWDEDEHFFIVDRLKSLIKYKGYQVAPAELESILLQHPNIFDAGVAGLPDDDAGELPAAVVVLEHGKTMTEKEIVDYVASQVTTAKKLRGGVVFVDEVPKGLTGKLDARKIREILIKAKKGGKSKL
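Biochemical qHTS of compounds, final roughly 60 µM downward over six points, against 10 nM purified firefly luciferase using Km concentrations of substrates (10 uM D-luciferin, 10 uM ATP) in Tris acetate pH 7.5 buffer; luminescence output.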
Rab9 promoter act – qHTS Assay for Rab9 Promoter Activators; Huh7 Rab9 promoter-luciferase reporter, luminescence, 24 h; Potency, µM (series often up to 9.22 µM), for inactives: top-dose activation, negative = inhibition, hits mostly activators; 2.8% of 320,000 active; AID 485297, 2010; further: % of control where 0% means no effect; nearly all actives have a fitted effect of over 60% in size
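Huh7 cells stably carrying a Rab9 promoter-luciferase reporter, 1500 cells per well in OP-MEM I with 10% FBS, treated with compound 24 hours at 37C. Luciferase activity read by luminescence after 10 minutes with Amplite reagent.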
ELG1 genotoxic – qHTS screen for small molecules that induce genotoxicity in human embryonic kidney (HEK293T) cells expressing luciferase-tagged ELG1; HEK293T ELG1-luciferase reporter, luminescence, 16 h; Potency, µM (titrated, usually from 46 µM), for inactives: at the top dose activity change, positive = activation, hits mostly activators; 1.3% of 330,000 active; further: % of control where 0% means no effect; nearly all actives have a fitted effect of over 60% in size
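Luminescence read-out: rising ELG1-luciferase signal, reflecting elevated ELG1 protein under genetic stress, flags genotoxic compounds. Cells were treated for 16 hr at 37 °C before ONE-Glo detection.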
RORgamma inh – qHTS for inhibitors of ROR gamma transcriptional activity; Nuclear receptor ROR-gamma (Mus musculus), P51450; Drosophila S2 Gal4-RORgamma UAS-luciferase reporter, 20 h; Potency, µM (doses to about 53.6 µM), inactives show top-dose activity change, negative = inhibition, most hits filed as inhibitors; 5.4% of 310,000 active; AID 2551, 2010; further: on the % scale 0 is the no-effect control and ±100 the full control effect; nearly all actives have a fitted effect of over 60% in size
Target sequence (P51450 whole entry, looked up, the tested form may be a part): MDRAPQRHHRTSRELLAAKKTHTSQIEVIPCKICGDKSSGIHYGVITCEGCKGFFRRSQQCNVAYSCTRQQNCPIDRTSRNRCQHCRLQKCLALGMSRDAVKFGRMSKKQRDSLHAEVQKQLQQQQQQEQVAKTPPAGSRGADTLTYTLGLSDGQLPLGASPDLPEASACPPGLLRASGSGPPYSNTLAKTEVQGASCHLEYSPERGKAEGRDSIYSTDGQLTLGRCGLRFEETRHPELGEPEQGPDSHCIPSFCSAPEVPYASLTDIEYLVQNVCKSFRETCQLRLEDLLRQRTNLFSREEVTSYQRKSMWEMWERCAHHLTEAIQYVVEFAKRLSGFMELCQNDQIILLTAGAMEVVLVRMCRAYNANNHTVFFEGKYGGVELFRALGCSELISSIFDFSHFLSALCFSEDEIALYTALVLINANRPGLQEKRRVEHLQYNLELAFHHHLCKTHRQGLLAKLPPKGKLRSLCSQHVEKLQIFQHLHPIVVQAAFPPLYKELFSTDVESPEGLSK
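Luciferase reporter read in Schneider cells carrying Gal4-RORγ (mouse) and UAS-Photinus luciferase; cells given compound 1 h before 700 uM copper sulfate induction, then incubated 20 h at ambient temperature.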
BRCA1 expr up – qHTS Assay to Identify Small Molecule Activators of BRCA1 Expression. MCF7-BRCA1-FFLuc reporter, luminescence, 48 h; response scale: scaled: vehicle 0%, 10 µM genistein 100%. Potency, µM (series often up to 46.1 µM), without a hit: top-dose activation, usual class: activators. 1.1% of 380,000 active; further: nearly all actives have a fitted effect of over 80% in size; some results filed as inactive show a strong effect at the top dose
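MCF7-BRCA1-FFLuc cells, 2000/well in phenol-red-free MEM, attached 2 h then treated 48 h at 37 C. Luciferase luminescence read 15 min after reagent; normalized to genistein maximum activation (10microM) and DMSO, concentration-response fitted.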
uPA generation – qHTS for Inhibitors of Cell Surface uPA Generation. cell surface uPA generation assay, qHTS. Potency, µM (top dose mostly 38.3 µM), for the others: at the top dose activity change, negative = inhibition, actives largely listed as inhibitors. 0.31% of 330,000 active; active means well fitted inhibition curve with a large enough effect; inconclusive means small, poorly fitted or top-dose-only effect; inactive means no such curve, though single readings can be large or run the other way; tested in mouse RAW 264.7 cells; further: on the % scale 0 is the no-effect control and ±100 the full control effect; nearly all actives have a fitted effect of over 55% in size
p53 reactivation – qHTS assay for re-activators of p53 using a Luc reporter. H1299 p53-A138V BP100-luciferase reporter, luminescence, 24 h. 0.063% of 320,000 active. Potency, µM (doses to about 92.2 µM), inactives show at the top dose activity change, positive = activation, actives largely listed as activators; further: % of control where 0% means no effect; nearly all actives have a fitted effect of over 45% in size
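p53-null H1299 cells stably carrying temperature-sensitive p53-A138V and a BP100-luciferase reporter were pinned with compounds (4-point, 1:5 series) and held 24 hrs at 37 deg C. Luminescence was read 10 min after detection reagent.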
MBNL1-CUG inh – qHTS Assay for Inhibitors of MBNL1-poly(CUG) RNA binding; Muscleblind-like protein 1 (Homo sapiens), Q9NR56; TR-FRET MBNL1-His/biotin-(CUG)12 binding, 665/545 ratio; Potency, µM (series often up to 57.5 µM), for inactives: at the highest dose activity change, negative = inhibition, most hits filed as inhibitors; 0.036% of 280,000 active; AID 2675, 2010; active means well fitted inhibition curve with a large enough effect in the signal ratio, with a control signal flat, not every such curve was filed as active; inconclusive means small, poorly fitted or top-dose-only effect, or effect the other way, or a change in a side signal; inactive means no such curve, though single readings can be large or run the other way; the % refers to the signal ratio; further: on the % scale 0 is the no-effect control and ±100 the full control effect
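MBNL1-His + Biotin-(CUG)12, cpd titration 92 nM–58 uM; Tb anti-His Ab 0.055 ng/ul, SA-XL665 5 nM (final); 60 min RT; ratiometric 665/545 nm, Ex 340 nm; normalized to buffer and full-complex controls.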
VP16 counter – VP16 counterscreen qHTS for inhibitors of ROR gamma transcriptional activity. Drosophila S2 Gal4-VP16 UAS-luciferase, luminescence, 20 h. 3.5% of 310,000 active. AID 2546, 2010. Potency, µM (series often up to 53.6 µM), for the others: at the top dose activity, negative = inhibition, most hits filed as inhibitors;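 further: Gal4-VP16 expression switched on by copper sulfate through the metallothionein promoter; on the % scale 0 is the no-effect control and ±100 the full control effect; nearly all actives have a fitted effect of over 50% in size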
NPC1 prom act – qHTS Assay for NPC1 Promoter Activators | Huh7 NPC1 promoter luciferase reporter, 24 h | Potency, µM (top dose mostly 9.22 µM), inactives show at the top dose activation, usual class: activators | 2.4% of 320,000 active;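 further: % of control where 0% means no effect; nearly all actives have a fitted effect of over 60% in size; reporter is driven by a mutant NPC1 promoter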
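Readout is luciferase luminescence, reflecting NPC1 promoter activation in stably transfected Huh7 cells after 24 h compound exposure at 37 °C in reduced-serum medium with 10% FBS.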
The depositor's hits bear a star; u = inconclusive; x = not tested or not shown; & = joins results of further samples; [ ] = another dose, or the depositor's remark. Unless noted, the call rests on the fitted dose curve; in most records, active means well fitted curve in the direction sought with a large enough effect; inconclusive means small, poorly fitted or top-dose-only effect, or another doubt; inactive means no such curve, though single readings can be large; an effect the other way counts as inactive or inconclusive. Potency means the concentration at half of the fitted maximal effect. The order is random (roughly 13% active in at least one column).

SMILES	FLuc modulator	Rab9 promoter act	ELG1 genotoxic	RORgamma inh	BRCA1 expr up	uPA generation	p53 reactivation	MBNL1-CUG inh	VP16 counter	NPC1 prom act
CC1=C(C(=O)N2CCOCC2)C(c2cccc(C)c2)NC(=S)N1 (stereo unspecified)	0%	2%	2%	-11%	-19%	10%	6%	4%	6%	0%
O=S1(=O)N=C(N2CCCC2)c2ccccc21	3%	0%	-8%	-3%	11%	3%	x	-13%	-4%	-3%
CC/C(O)=C1\C(=O)CCCC1=NCCc1nc2ccccc2[nH]1	-3%	11%	-1%	16%	x	x	-8%	-4%	-2%	1%
C=CCN(CC=C)CCOc1ccccc1	4%	-3%	0%	1%	-10%	0%	7%	-7%	4%	-2%
NC(=O)c1cc([N+](=O)[O-])c(Cl)cc1NCc1ccncc1	-2%	-4%	4%	x	-27%	-6%	9%	x	x	10%
CCc1nc(N)c(C#N)c(-c2ccc(OC)c(OC)c2)c1C	5%	-3%	6%	-24%	-41%	-6%	-3%	4%	13%	1%
CCCCOc1nc2c(c(=O)n(C)c(=O)n2C)n1C	-2%	-3%	1%	5%	0%	-2%	-3%	-6%	5%	0%
CC(C)c1ccccc1NC(=O)c1cccc(NC(=O)c2ccccc2)c1	u	-11%	-3%	23%	-1%	-2%	8%	-7%	0%	5%
Fc1cnc(N2CCOCC2)nc1N1CCc2ccccc21	u	5%	8%	-4%	38%	17%	22%	u	28%	7%
O=C(OCc1nnc(-c2ccccc2)o1)c1cc(=O)[nH]c2ccccc12	4%	0%	1%	x	-4%	1%	6%	x	x	-1%
CCOc1ccccc1N1C(=O)c2ccc(S(=O)(=O)c3ccc(C(=O)O)cc3)cc2C1=O	0%	5%	-1%	4%	-1%	2%	5%	u	1%	1%
O=C(CSc1nc(NS(=O)(=O)c2ccccc2)cc(=O)[nH]1)Nc1ccccc1Cl	0%	-2%	9%	-10%	-30%	-1%	-2%	-3%	0%	-4%
CN1C(=O)NC(c2ccccc2)(C(F)(F)F)S/C1=C(/C#N)c1nnc(N2CCOCC2)n1-c1ccccc1 (stereo unspecified)	0%	2%	-1%	14µM*	-12%	-28%	-5%	5%	u	0%
COc1ccc(CCNC(=O)C(Sc2ccccn2)c2ccccc2)cc1OC (stereo unspecified)	1%	-9%	-2%	28%	-30%	-3%	-2%	-6%	1%	-1%
CC(C)Cn1c(SCC(=O)N2CC(=O)Nc3ccccc32)nc2ccccc21	5%	0%	-4%	22%	-15%	-2%	-9%	6%	2%	-6%
CCOc1ncccc1C(=O)Nc1ccc2c(C)cc(=O)oc2c1	0%	u	2%	35%	-29%	-1%	2%	0%	4%	3.5µM*
COc1cccc(-n2ccnc2SCC(=O)Nc2cc(C)on2)c1	0%	-8%	-2%	6%	-6%	1%	0%	-1%	8%	-2%
Cc1nn(-c2ccccc2)c(C)c1/C=N/NC(=O)CSc1nnc(SCc2ccc(Cl)cc2)s1	9.5µM*	20%	-10%	u	-61%	-11%	21%	x	28%	13%
Cc1ccc(NC(=S)NNC(=O)CCn2cc(C)cn2)cc1	0%	-4%	0%	0.28µM*	5%	x	2%	2%	1.4µM*	-6%
Cc1cccc(C)c1NC(=O)COC(=O)c1ccc2c(c1)OCO2	0%	-4%	12%	22%	13%	16%	-8%	-4%	-5%	-2%
CS(=O)(=O)c1ccc2nc(NC(=O)C3CCCO3)sc2c1 (stereo unspecified)	-2%	1%	3%	-7%	54%	-1%	5%	-1%	-2%	-1%
CCCCN(CCCC)CCNC(=O)c1cn(CC)c2ccc(S(=O)(=O)N3CCc4ccccc4C3)cc2c1=O	1%&5%	-5%	0%	-6%	-7%&-9%	-3%	-3%	-3%	-1%	-2%
Cc1nn(C)cc1S(=O)(=O)Nc1ccccc1Br	0%	-2%	2%	x	4%	u	x	1%	x	-4%
COc1cc(OC)c2c(O)c3c(c(-c4c5c(c(O)c6c(OC)cc(OC)cc46)CO[C@@H](C)[C@H]5O)c2c1)[C@H](O)[C@H](C)OC3	-14%	5%	-3%	-33%	1%	2%	2%	24%	-9%	-5%
Cc1cc(C)n(Cc2ccc(C(=O)N/N=C/c3ccc(-c4ccc([N+](=O)[O-])cc4)o3)o2)n1	4%	-4%	u	8.9µM*	-35%	-6%	5%	u	6.3µM*	-6%

Whole records, looked up by structure.
Results for CS(=O)(=O)c1ccc2nc(NC(=O)C3CCCO3)sc2c1 (stereo unspecified) = FLuc modulator = -2%; Rab9 promoter act = 1%; ELG1 genotoxic = 3%; RORgamma inh = -7%; BRCA1 expr up = 54%; uPA generation = -1%; p53 reactivation = 5%; MBNL1-CUG inh = -1%; VP16 counter = -2%; NPC1 prom act = -1%
Results for COc1cc(OC)c2c(O)c3c(c(-c4c5c(c(O)c6c(OC)cc(OC)cc46)CO[C@@H](C)[C@H]5O)c2c1)[C@H](O)[C@H](C)OC3 = FLuc modulator = -14%; Rab9 promoter act = 5%; ELG1 genotoxic = -3%; RORgamma inh = -33%; BRCA1 expr up = 1%; uPA generation = 2%; p53 reactivation = 2%; MBNL1-CUG inh = 24%; VP16 counter = -9%; NPC1 prom act = -5%

Additional records:
SMILES	FLuc modulator	Rab9 promoter act	ELG1 genotoxic	RORgamma inh	BRCA1 expr up	uPA generation	p53 reactivation	MBNL1-CUG inh	VP16 counter	NPC1 prom act
O=C(Cc1ccc(Cl)cc1)N1CCN(c2ccc(F)cc2)CC1	0%	2%	-1%	-19%	-18%	-3%	-4%	-14%	8%	8%
Cc1ccc([N+](=O)[O-])c(C)[n+]1C	5%	-7%	-1%	1%	-40%	-29%	10%	u	-2%	2%
O=C(C1CC1)N1CCN=C1SCc1ccccc1	2%	-4%	7%	-4%	-17%	2%	5%	1%	-7%	-3%
CCN(CC)CCNc1c2c(c(C#N)c3nc4ccccc4n13)CCCC2	7%	-4%	-1%	0%	-76%[inhibitor]	0%	9%	14%	0%	-1%
NC(=O)C1CCCN(C(=O)c2cccc(S(=O)(=O)N(Cc3ccccc3)c3ccccc3)c2)C1 (stereo unspecified)	3%	-5%	-1%	x	-13%	0%	2%	x	x	0%
COC(=O)c1cccc(NC(=O)CSc2nnc(COc3cccc(C)c3)n2C)c1	5%	4%	0%	u	1%	8%	0%	-4%	1%	-4%
O=C(Nc1ncccc1O)c1ccc2c(c1)OCO2	u	3.5µM*	u	x	26%	-15%	u	x	x	4µM*
Cc1ccccc1NC(=O)/C(=C\c1cccs1)NC(=O)c1ccco1	-4%	-1%	0%	1%	1%	x	4%	7%	1%	-1%
COc1cccc(OC)c1C(=O)Nc1ccc(Cc2ccncc2)cc1	-11%	-5%	3%	22%	20%	-1%	3%	4%	7%	0%
Cc1cc(C)n(-c2nnc(C)n2/N=C/c2ccccc2O)n1	-2%	-1%	-3%	4%	0%	-1%	-5%	-4%	10%	2%
O=C(O)CSc1nc(-c2ccccc2)cc(=O)[nH]1	7%	-3%	0%	1%	-1%	1%	-2%	-7%	-2%	-3%
COc1ccc(COC(=O)c2ccc(Br)c(S(=O)(=O)N3CCOCC3)c2)cc1F	-1%	0%	0%	x	-13%	-4%	-1%	x	x	2%
COc1cccc(CNC(=O)C2CCN(S(=O)(=O)c3ccc4c(c3)CC(C)N4C(=O)C3CC3)CC2)c1 (stereo unspecified)	3%	0%	-3%	u	-14%	10%	-8%	0%	3%	0%
CCN(CC(=O)Nc1ccc(NC(C)=O)cc1)C(=O)C12CC3CC(CC(Cl)(C3)C1)C2	4%	2%	-7%	x	-17%	2%	x	3%	x	0%
Cc1nn(-c2ccccc2)c2nc(N)c(C#N)c(-c3ccc(F)cc3)c12	1%	-3%	-8%	-8%	-51%	6%	-13%	u	-5%	-4%
C/C(=N\NC(=O)Cc1csc(N2CCOCC2)n1)c1ccc(Cl)c(Cl)c1	u	-1%	-4%	25%	-43%	2%	1%	x	-1%	-6%
COc1ccc(OC)c(-c2nc3c(C)n[nH]c(=O)c3[nH]2)c1	-1%	-6%	-29%	-11%	-50%	-11%	6%	5%	-14%	-1%

Looked up by structure from the list above, five records:
SMILES	FLuc modulator	Rab9 promoter act	ELG1 genotoxic	RORgamma inh	BRCA1 expr up	uPA generation	p53 reactivation	MBNL1-CUG inh	VP16 counter	NPC1 prom act
COc1ccc(OC)c(-c2nc3c(C)n[nH]c(=O)c3[nH]2)c1	-1%	-6%	-29%	-11%	-50%	-11%	6%	5%	-14%	-1%
Fc1cnc(N2CCOCC2)nc1N1CCc2ccccc21	u	5%	8%	-4%	38%	17%	22%	u	28%	7%
O=C(Nc1ncccc1O)c1ccc2c(c1)OCO2	u	3.5µM*	u	x	26%	-15%	u	x	x	4µM*
CCN(CC)CCNc1c2c(c(C#N)c3nc4ccccc4n13)CCCC2	7%	-4%	-1%	0%	-76%[inhibitor]	0%	9%	14%	0%	-1%
Cc1ccccc1NC(=O)/C(=C\c1cccs1)NC(=O)c1ccco1	-4%	-1%	0%	1%	1%	x	4%	7%	1%	-1%
